Compound activity as filed in PubChem.
C8 TRAIL sens: caspase-8 TRAIL sensitization. hit rate 1% among 360,000. inhibition (viability loss, TRAIL sensitization), % at 10 µM. NB7+C8 cells + TRAIL, ATPlite viability luminescence. AID 624354;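 active = compounds causing at least 50% loss of cell viability in the single-dose screen, relative to plate controls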
MITF TRPM1 inh: MITF TRPM1 promoter inhibition in SK-MEL-5 cells | SK-MEL-5 TRPM1 promoter luciferase, 24 h | inhibition, % at 12.5 µM | hit rate 0.83% among 330,000 | AID 488899;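 active = mean inhibition across replicates of 60% or more, whatever share of single replicates reaches that level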; also: values of inactives mirror those of a sister screen read the other way
CF NFkB inh: cystic fibrosis NF-kB activation inhibition; inhibition, % at 5 µM; KKLEB NF-kB-GFP reporter, PAF-induced, GFP fluorescence overnight; hit rate 0.86% among 360,000;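 active = at least 50% inhibition at 5 µM, scaled per plate between neutral and stimulator controls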;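 also: PAF is a Pseudomonas aeruginosa culture filtrate used as stimulus; plate controls were PAF-stimulated DMSO wells for no effect and unstimulated DMSO wells for full effect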
TROY NFkB inh: inhibitors of TROY-dependent NF-kB signaling; Q293 LMP1-TROYcd NF-kB luciferase reporter, 4 h; inhibition, % at 10 µM; hit rate 0.98% among 360,000; AID 1347056;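 active = compounds whose plate-normalised and pattern-corrected inhibition of the luciferase reporter signal at the single screening dose is 50% or more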
NR2E3 ag-1: agonists of human NR2E3 nuclear receptor | Q9Y5X4 | CHO-S Gal4-NCOR/VP16-NR2E3 two-hybrid, luciferase | inhibition of corepressor binding, % at 3.98 µM | hit rate 0.35% among 360,000 | AID 602229;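 active = inhibition above the mean of all tested compounds plus 3 SD, cut at about 70% in these data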;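 also: 0% = DMSO with NR2E3 transfected cells and 100% = cells lacking NR2E3 construct; higher means lower luciferase signal from less NR2E3 corepressor binding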
Target sequence (Q9Y5X4 whole entry, looked up, the tested form may be a part): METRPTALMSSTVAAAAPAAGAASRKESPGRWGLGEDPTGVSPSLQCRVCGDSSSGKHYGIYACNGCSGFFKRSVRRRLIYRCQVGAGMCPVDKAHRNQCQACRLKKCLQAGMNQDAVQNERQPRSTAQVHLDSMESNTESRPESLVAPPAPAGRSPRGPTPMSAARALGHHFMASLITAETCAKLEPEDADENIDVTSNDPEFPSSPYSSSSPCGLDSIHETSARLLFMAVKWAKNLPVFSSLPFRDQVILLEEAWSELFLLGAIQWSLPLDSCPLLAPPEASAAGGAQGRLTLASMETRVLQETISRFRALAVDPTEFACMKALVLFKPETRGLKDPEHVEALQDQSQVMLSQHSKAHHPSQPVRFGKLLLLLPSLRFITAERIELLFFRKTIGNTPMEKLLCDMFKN
KKLEB cytotox: counter-screen for CF NF-kB inhibitors: cytotoxicity; KKLEB CF airway cells viability, ATPlite luminescence, overnight; hits give low values; cells stimulated with P. aeruginosa culture filtrate; activity change (cytotoxicity), % at 5 µM; hit rate 0.36% among 360,000;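 active = corrected activity change at or below -50% at 5 µM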
NR2E3 ag-2: activates human photoreceptor nuclear receptor NR2E3 | Q9Y5X4 | GST-NR2E3/biotin-RetCOR TR-FRET, 1536-well | inhibition of corepressor binding, % at 4.78 µM | hit rate 0.12% among 320,000 | AID 2300;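 active = percent inhibition above the cutoff of mean plus 3 SD of all tested compounds, set per screening campaign, cut at about 20% in these data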;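 also: 0% = DMSO wells and 100% = biotin wells as full block of FRET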
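Format: 1536-well format; test system: GST-NR2E3 and biotin-RetCOR proteins; read-out basis: percent inhibition of TR-FRET ratio; timing: 5 h incubation at 4 °C; detection: time-resolved FRET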
TWEAK-Fn14 inh: TWEAK-Fn14 signaling inhibition; TWEAK-stimulated Fn14 reporter cells, luciferase luminescence, 8 h; inhibition, % at 10 µM; hit rate 2% among 360,000; AID 1159606; in the data active = inhibition above about 50%
Shn3 3UTR inh: inhibitors of Schnurri-3 3'UTR reporter in osteoblasts; inhibition, % at 12.5 µM; hit rate 0.52% among 360,000; Clone20 osteoblast Shn3 3'UTR firefly luciferase, 24 h;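 active = mean inhibition of at least 75% with every replicate also reaching 75%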;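 also: 0% = median of neutral control wells and 100% = pilot-screen positive control compound; some compounds past the cut are filed as inactive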
Peg3 promoter: inhibitors of Peg3 promoter. HeLa PEG-Prom luciferase reporter, luminescence, overnight. inhibition, % at 20 µM. hit rate 1.7% among 360,000;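 active = inhibition of at least 50% at 20 µM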
HIF-2a inh: inhibitors of HIF-2a; 786-0 RCC cells HIF-2a reporter, luciferase luminescence, overnight; inhibition, % at 18.8 µM; hit rate 0.72% among 360,000;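 active = inhibition of the luminescence signal of 40% or more relative to plate controls, in a single-dose primary screen at 18.75 µM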
* = called active by the depositor; . = not tested or not shown. A portion of the library. The share of hits here may be higher or lower than overall.

nr	smiles	C8 TRAIL sens	MITF TRPM1 inh	CF NFkB inh	TROY NFkB inh	NR2E3 ag-1	KKLEB cytotox	NR2E3 ag-2	TWEAK-Fn14 inh	Shn3 3UTR inh	Peg3 promoter	HIF-2a inh
1	O=C1O[C@H]([C@@H](O)CO)C(O)=C1O	-1	7	10	-22	-1	0	0	-8	11	-5	-4
2	Cc1nn(-c2ccc(F)cc2)c(Cl)c1/C=C(\CCC(=O)O)c1nc2ccccc2s1	-15	-18	13	17	-1	-4	2	-9	-37	19	8
3	COc1ccccc1-n1cnnc1SCC(=O)c1ccc[nH]1	-4	6	11	-22	-5	2	-3	7	-7	15	6
4	O=C(CCOc1ccccc1)Nc1ccccc1[N+](=O)[O-]	-4	-3	4	-29	-33	12	3	-25	-22	-67	-94
5	CCn1cc(C(=O)NCC2CCCO2)c(=O)c2cc(S(=O)(=O)N(C)C3CCCCC3)ccc21 (stereo not given)	22	2	22	9	-15	-2	3	7	-16	13	18
6	CCOC(=O)C1CCCn2c1nc1sc3c(c1c2=O)CCCC3 (stereo not given)	9	3	-16	-10	10	2	2	-4	2	6	-8
7	O=c1oc(-c2cccc([N+](=O)[O-])c2)nc2ccccc12	7	-3	-4	-53	-15	-10	2	-8	0	-11	-77
8	COc1ccc(OCc2cc(C(=O)N(C)C3CCOC3)no2)c(Cl)c1 (stereo not given)	11	-14	16	-58	-18	-15	1	-18	-11	28	-88
9	CCS(=O)(=O)N1N=C(c2ccc(NS(C)(=O)=O)cc2)CC1c1ccccc1 (stereo not given)	7	-16	-10	-38	-5	-2	1	-3	-17	-10	-20
10	COc1ccc(C2=NC(CO)(CO)CO2)cc1	-5	3	1	18	-13	8	0	-6	3	4	19
11	COc1cc(C(=O)NCC(=O)NCCN2C(=O)S/C(=C\c3ccccc3Cl)C2=O)cc(OC)c1OC	-13	2	-19	-70	12	-3	-1	-40	-4	-41	-46
12	COc1ccc(C(CC(=O)O)NS(=O)(=O)c2ccc3c(c2)N(C(C)=O)CC(C)O3)cc1 (stereo not given)	-29	-6	-1	2	13	-23	1	-17	-16	-11	8

Structural class: the entries above with nitrogen in an aromatic ring
nr	smiles	C8 TRAIL sens	MITF TRPM1 inh	CF NFkB inh	TROY NFkB inh	NR2E3 ag-1	KKLEB cytotox	NR2E3 ag-2	TWEAK-Fn14 inh	Shn3 3UTR inh	Peg3 promoter	HIF-2a inh
2	Cc1nn(-c2ccc(F)cc2)c(Cl)c1/C=C(\CCC(=O)O)c1nc2ccccc2s1	-15	-18	13	17	-1	-4	2	-9	-37	19	8
3	COc1ccccc1-n1cnnc1SCC(=O)c1ccc[nH]1	-4	6	11	-22	-5	2	-3	7	-7	15	6
5	CCn1cc(C(=O)NCC2CCCO2)c(=O)c2cc(S(=O)(=O)N(C)C3CCCCC3)ccc21 (stereo not given)	22	2	22	9	-15	-2	3	7	-16	13	18
6	CCOC(=O)C1CCCn2c1nc1sc3c(c1c2=O)CCCC3 (stereo not given)	9	3	-16	-10	10	2	2	-4	2	6	-8
7	O=c1oc(-c2cccc([N+](=O)[O-])c2)nc2ccccc12	7	-3	-4	-53	-15	-10	2	-8	0	-11	-77
8	COc1ccc(OCc2cc(C(=O)N(C)C3CCOC3)no2)c(Cl)c1 (stereo not given)	11	-14	16	-58	-18	-15	1	-18	-11	28	-88

More results follow.
nr	smiles	C8 TRAIL sens	MITF TRPM1 inh	CF NFkB inh	TROY NFkB inh	NR2E3 ag-1	KKLEB cytotox	NR2E3 ag-2	TWEAK-Fn14 inh	Shn3 3UTR inh	Peg3 promoter	HIF-2a inh
13	C/C(CC(=O)NCc1ccco1)=N\NC(=O)Cc1ccc(Cl)cc1	7	6	1	-3	-9	-7	1	-1	-2	22	9
14	CN(C)S(=O)(=O)c1ccc(S(=O)(=O)NCc2cccs2)cc1	11	-9	7	-12	8	-4	0	42	7	-1	10
15	Cn1cccc1/C=C1/SC(=S)N(CC(=O)O)C1=O	-2	-12	8	-8	-20	-6	-5	-1	-12	-5	-7
16	CCOC(=O)c1sc(NC(=O)CCN2CCN(CC)CC2)c(C(=O)OCC)c1C	-6	-2	-17	-33	0	-4	-1	7	1	16	-22
17	CN(CC(=O)Nc1ccccc1Cl)C(=O)COC(=O)c1ccc([N+](=O)[O-])cc1Cl	-1	3	2	-4	-4	-8	-1	-14	-4	-6	-6
18	CC(=O)c1ccc(N2Cc3ccccc3/C2=N\C(=O)Nc2ccc(Cl)cc2)cc1	22	-59	1	-62	-26	-5	-2	-27	-52	-230	-51
19	Cc1c(CNC2CCCC2)c(C(=O)O)c(C)n1Cc1ccccc1	-5	8	8	9	-1	19	4	-16	-6	0	17
20	COc1ccc(CNC(=O)CS(=O)(=O)Cc2nc(-c3cccc(OC)c3)oc2C)cc1	3	0	-14	14	0	6	2	5	12	-4	10
21	C=CC[n+]1c(-c2ccc(Cl)cc2Cl)csc1Nc1ccc(NC(C)=O)cc1	42	10	-9	35	68	9	-3	34	60	40	95*
22	CC(C)c1cc(=O)n2[nH]c(N)nc2n1	2	-11	-17	3	11	8	3	20	-21	12	14
23	COc1cccc(Nc2cc(C)c3ccccc3n2)c1	19	-58	-27	-47	-65	-1	-4	-13	-86	-249	-212
24	Nc1c(C(=O)N2CCOCC2)sc2nc(N3CCOCC3)c3c(c12)CCCC3	-14	2	-6	-4	4	-9	11	2	0	17	13
25	CCOC(=O)c1ccccc1NC(=O)COC(=O)C1=COCCO1	-2	1	6	6	2	-5	5	-8	0	9	14
26	Cc1ccnc(NC(=O)CN2C(=O)c3ccccc3C2=O)c1	-3	2	18	16	-10	-13	3	15	-17	0	6
27	CC(c1ccccc1)N1C(=O)c2ccccc2C1O (stereo not given)	9	.	14	-19	0	-2	5	0	14	-7	-7
28	CCC1Sc2ccccc2N(CC(=O)NC2CC2)C1=O (stereo not given)	8	-6	-14	3	16	2	3	-10	6	-6	22
29	CCCCN1C(=O)C(O)(CC(=O)c2ccco2)c2cc(Br)ccc21 (stereo not given)	-7	4	23	5	-22	0	1	11	5	14	8
30	Cn1c(-c2ccccc2F)cc2onc(-c3ccccc3)c2c1=O	63*	6	-3	66*	-141	-31	-1	73*	-46	-266	-156
31	Cc1cc(Cl)c(S(=O)(=O)NCc2cccnc2)cc1OCC(N)=O	-8	5	-5	-8	-17	4	0	-5	8	12	12
32	CC(C)[C@H](NC(=O)c1ccco1)C(=O)OCC(=O)N1CC(=O)Nc2ccccc21	-4	9	12	8	2	7	0	-4	-6	-258	7
33	CCCCN(C)CCCNC(=O)CC1Oc2ccccc2NC1=O (stereo not given)	-18	14	19	2	-8	-15	0	18	-11	2	9
34	CC(NCc1ccc2c(c1)OCO2)c1ccccc1 (stereo not given)	0	2	7	6	-36	0	0	15	-14	-6	11
35	Cn1c(=O)cc(SCC(=O)NCCC2=CCCCC2)c2cc(Cl)ccc21	-8	0	3	3	-4	3	4	2	-62	-12	4
36	CCN(CC)S(=O)(=O)c1ccc(/C=C/C(=O)Nc2ccc(F)cc2F)cc1	23	-2	8	3	-15	-4	3	76*	-15	-43	-84
37	O=C(O)CCn1c(=O)[nH]c2ccccc2c1=O	-10	-11	-1	-6	-18	22	5	13	-1	-10	0
38	Cc1ccc(CNc2nc(NCC3CC3)nc3ccsc23)c(C)c1	33	.	29	44	22	-17	.	25	83	77*	19
39	Nc1nc(N2CCN(C(=O)c3ccco3)CC2)nc2ccccc12	2	-53	-5	-66	-47	3	-1	-23	-62	-135	-160
40	O=C(CSc1nc2cc(Cl)ccc2s1)NC1CCCc2ccccc21 (stereo not given)	3	-9	9	-1	-29	-32	2	-23	-1	-3	-14
41	COC(=O)Nc1nnc(/C=C/c2ccccc2)s1	15	-29	4	-59	-76	7	-1	-21	-30	-140	-160
42	O=C(COc1ccccc1)N1CCc2ccccc2C1	-17	-3	-10	-30	-5	-1	1	-14	-12	-76	-112
43	COc1ccc(CN(C(=O)CN2C(=O)C(C)Oc3ccccc32)C2CCCC2)c(OC)c1 (stereo not given)	0	19	-1	-20	-1	-6	-2	-9	26	28	1
44	O=c1cc(/N=C/c2coc3cc(Br)ccc3c2=O)[nH]c(=S)[nH]1	-8	10	18	0	8	-1	0	-6	4	18	21
45	COC(=O)Cc1ccc(NC(=S)N2CCN(c3cccc(O)c3)CC2)cc1	-1	21	6	30	11	-9	2	34	53	7	3
46	O=C(Nc1ccccc1C(=O)NC1CC1)c1ccccc1	13	.	3	-1	-17	-7	1	3	3	0	3

One compound at a time, as listed above. Values in the order: C8 TRAIL sens | MITF TRPM1 inh | CF NFkB inh | TROY NFkB inh | NR2E3 ag-1 | KKLEB cytotox | NR2E3 ag-2 | TWEAK-Fn14 inh | Shn3 3UTR inh | Peg3 promoter | HIF-2a inh
`O=C(CSc1nc2cc(Cl)ccc2s1)NC1CCCc2ccccc21` (stereo not given) reads 3 | -9 | 9 | -1 | -29 | -32 | 2 | -23 | -1 | -3 | -14
`Nc1nc(N2CCN(C(=O)c3ccco3)CC2)nc2ccccc12` reads 2 | -53 | -5 | -66 | -47 | 3 | -1 | -23 | -62 | -135 | -160
`COC(=O)Cc1ccc(NC(=S)N2CCN(c3cccc(O)c3)CC2)cc1` reads -1 | 21 | 6 | 30 | 11 | -9 | 2 | 34 | 53 | 7 | 3
